High-throughput results (PubChem)
Rac1 GTP hydrolysis – MgcRacGAP GTPase-activating activity inhibitors, confirmation, biochemical, ADP Hunter fluorescence | MgcRacGAP-stimulated Rac1 GTP hydrolysis, ADP Hunter fluorescence; higher % means a stronger effect; GST-tagged Rac1 F28L mutant substrate | one-dose inhibition, % at 30 µM; IC50 in µM for titrated hits | 340,000 tested, 0.6% active;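 active = first-screen hits whose inhibition reached a set limit at any dose in the follow-up dose series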;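 note: fluorescence reports GDP produced by GAP-driven GTP hydrolysis; strong numbers were not always called active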
An asterisk follows results filed as active. A portion of the library; rates above refer to the full screens.

`COc1ccc(S(=O)(=O)N2C[C@H]3CON(C)[C@H]3C[C@H]2c2cccc(Br)c2)cc1` gave Rac1 GTP hydrolysis 10.8%.
`O=C1c2ccccc2NC(c2ccc(-c3ccc(C(F)(F)F)cc3)o2)N1O` (centres undefined) gave Rac1 GTP hydrolysis 7.0%.
`C[C@@H]1C(=O)O[C@H](C)[C@H]1C[C@@H](O)[C@](C)(O)C1CC[C@@]2(O)C3=CC(=O)[C@@H]4C[C@@H](O)[C@@H](O)C[C@]4(C)C3CC[C@]12C` (some centres undefined) gave Rac1 GTP hydrolysis 8.8%.
COc1cc(CN(CC(C)C)S(=O)(=O)c2ccccc2Br)cc(OC)c1 was read as Rac1 GTP hydrolysis 0.3%.
O=C(NC(=S)Nc1ccc([N+](=O)[O-])cc1)c1ccco1 was read as Rac1 GTP hydrolysis 8.6%.
For O=c1oc([C@@H](O)c2ccccc2)cc2ccccc12 the results were Rac1 GTP hydrolysis 9.0%.
Screening COc1cccc(CN(C)CC(=O)Nc2cc(S(=O)(=O)N3CCCC3)ccc2Cl)c1OC returned Rac1 GTP hydrolysis 4.2%.
Screening COCCn1c(C)cc(C(=O)COc2ccc(N(C)S(=O)(=O)c3ccc(C)cc3)cc2)c1C returned Rac1 GTP hydrolysis 6.1%.
For COc1ccccc1N1CN(S(=O)(=O)c2ccc(C)cc2)c2nc3ccccc3nc21 the results were Rac1 GTP hydrolysis 1.1%.
For COc1cc(CCC(=O)OCC(=O)N2CC(=O)Nc3ccccc32)cc(OC)c1OC the results were Rac1 GTP hydrolysis 0.5%.
Screening NC(=O)c1ccccc1NS(=O)(=O)c1ccc(S(=O)(=O)N2CCCC2)cc1 returned Rac1 GTP hydrolysis 2.3%.
For Brc1ccc(Br)c2cnccc12 the results were Rac1 GTP hydrolysis -4.5%.
Screening CN(c1ccc(OCCOc2ccccc2Cl)cc1)S(=O)(=O)c1ccccc1 returned Rac1 GTP hydrolysis 2.4%.
Screening C[C@@H]1CN([C@H](C)CO)C(=O)c2cc(NC(=O)C3CCCCC3)ccc2O[C@@H]1CN(C)Cc1ccc(C(F)(F)F)cc1 returned Rac1 GTP hydrolysis 6.3%.
`Cc1cccc(C2=NN(c3ccccc3)[C@H](CO)[C@H]2c2ccc(Cl)cc2)c1` gave Rac1 GTP hydrolysis 10.4%.
O=C1N[C@@H](Cc2c[nH]c3ccccc23)C(=O)N[C@H]1Cc1ccccc1 was read as Rac1 GTP hydrolysis -4.2%.
For COc1cc(O)c(C(=O)O)c(CCc2ccccc2)c1 the results were Rac1 GTP hydrolysis 10.2%.
Screening CCn1c(C)cc(C(=O)CN2C(=O)c3ccccc3S2(=O)=O)c1C returned Rac1 GTP hydrolysis 1.3%.
Screening Cc1ccc([C@@H]2C[C@H]3[C@@H](CN2S(=O)(=O)c2ccc(Cl)cc2)C(=O)C[C@@H](c2cccc(Cl)c2)N3S(=O)(=O)c2ccc(C)cc2)cc1 returned Rac1 GTP hydrolysis 11.7%.
N#Cc1c(N)nc2c(c1-c1ccncc1)CCCCCC2 was read as Rac1 GTP hydrolysis -5.6%.

In the list so far, these have a furan ring, fused or not.
`O=C1c2ccccc2NC(c2ccc(-c3ccc(C(F)(F)F)cc3)o2)N1O` (centres undefined) gave Rac1 GTP hydrolysis 7.0%.
O=C(NC(=S)Nc1ccc([N+](=O)[O-])cc1)c1ccco1 was read as Rac1 GTP hydrolysis 8.6%.

Next results follow:
Screening CC(NC(=O)c1ccccc1)C(=O)OCC(=O)Nc1cccc(S(=O)(=O)N2CCCC2)c1 (centres undefined) returned Rac1 GTP hydrolysis 3.4%.
For COC(=O)/C=C\C(C#N)(C#N)N=Cc1ccc(OC)cc1 the results were Rac1 GTP hydrolysis 1.0%.
For O=C(NCC(=O)N1CCN(c2ccc(C(F)(F)F)cn2)CC1)c1ccc(Br)o1 the results were Rac1 GTP hydrolysis 7.2%.
For CCOc1ccc(S(=O)(=O)N2CCCCC2)cc1NC(=O)Cc1cc(OC)c(OC)c(OC)c1 the results were Rac1 GTP hydrolysis 17.4%.
CC(NC(=O)CN(C)CC(=O)Nc1ccccc1Br)c1ccccc1 (centres undefined) was read as Rac1 GTP hydrolysis 16.4%.
`COc1ccccc1C(=O)NC(=O)COC(=O)Cc1ccc(F)cc1` gave Rac1 GTP hydrolysis 0.8%.
CCN(C(=O)COC(=O)CC1CCCCC1)c1c(N)n(Cc2ccccc2)c(=O)[nH]c1=O was read as Rac1 GTP hydrolysis 3.8%.
Screening Clc1cc(Cl)cc(Nc2ccccc2CN(C/C=C/c2ccc3c(c2)OCO3)Cc2ccccc2)c1 returned Rac1 GTP hydrolysis 5.7%.
`CC1(C)Oc2c(ccc(O)c2CN2CCOCC2)C2=C1CCCC2` gave Rac1 GTP hydrolysis 3.1%.
For COc1cccc(CN(C)C(=O)c2ccc(Cl)c(S(=O)(=O)N3CCCCCC3)c2)c1OC the results were Rac1 GTP hydrolysis 2.1%.
For COc1cc(NC(=O)CN2C(=O)C(=O)N(C3CCCC3)C2=O)cc(OC)c1 the results were Rac1 GTP hydrolysis -0.6%.
`O=C(CN1C(=O)NC2(CCCC2)C1=O)NCc1ccc(Cl)cc1` gave Rac1 GTP hydrolysis 8.5%.
Screening CCn1cc(/C=C(\NC(=O)c2ccccc2OC)C(=O)N2CCOCC2)c2ccccc21 returned Rac1 GTP hydrolysis 21.8%.
Screening Cc1ccn2c(Cc3ccccc3)c(-c3ccccc3)nc2c1 returned Rac1 GTP hydrolysis 14.0%.
CN(Cc1ccccc1)C(=O)c1ccc(NC(=O)Cc2ccc(NC(=O)C3CCN(C(=O)C4CCCC4)CC3)cc2)cc1 was read as Rac1 GTP hydrolysis 9.5%.
`CC1(C)CC(=O)C2=C(C1)N(c1ccccc1)C(=O)C(C(=O)OCc1ccccc1)C2` (centres undefined) gave Rac1 GTP hydrolysis 9.5%.
CN(C)S(=O)(=O)c1cccc(NC(=O)c2cccc(S(=O)(=O)N3CCc4ccccc43)c2)c1 was read as Rac1 GTP hydrolysis 4.8%.
Screening Cc1cc(Br)ccc1NC(=O)CN(C)C(=O)c1cccc(S(=O)(=O)N2CCN(C)CC2)c1 returned Rac1 GTP hydrolysis 0.6%.
COc1ccccc1N1CCN(C(=O)C2Cc3ccccc3CN2C(=O)c2ccco2)CC1 (centres undefined) was read as Rac1 GTP hydrolysis -1.7%.
For COc1cccc(NC(=O)CN(C)C(=O)Cc2ccc3c(c2)CCC3)c1 the results were Rac1 GTP hydrolysis 7.2%.
CN(C)CCOc1ccc(-c2c(-c3ccsc3)sc3ccccc23)cc1 was read as Rac1 GTP hydrolysis 6.6%.
`CN(C(=O)c1cccc(NC(=O)Cc2ccc(NC(=O)C3CCN(C(=O)C4CC4)CC3)cc2)c1)C1CCCCC1` gave Rac1 GTP hydrolysis 2.3%.
For CCc1ccccc1NC(=O)CN(C)C(=O)COC(=O)c1c(Cl)cccc1Cl the results were Rac1 GTP hydrolysis -5.6%.
For COC(=O)c1sc2nc(C)nc(SCC(=O)Nc3sccc3C(N)=O)c2c1C the results were Rac1 GTP hydrolysis 4.7%.
O=C(CN1C(=O)NC2(CCCC2)C1=O)NCc1cccc(Cl)c1 was read as Rac1 GTP hydrolysis 7.9%.
CN(C)CC1(C)Cc2ccsc2C1O (centres undefined) was read as Rac1 GTP hydrolysis -1.8%.
`CN1CCN(c2ccc(NC(=O)c3cc(Cl)c4c(c3)OCCO4)cc2)CC1` gave Rac1 GTP hydrolysis 9.9%.
For Oc1cccc(CN2CCOCC2)c1O the results were Rac1 GTP hydrolysis -8.9%.
`O=C(OCC(=O)N1CCC(c2ccccc2)=N1)c1ccc(Cl)s1` gave Rac1 GTP hydrolysis 2.9%.
`N#CC(=Cc1ccncc1)c1ccccc1` gave Rac1 GTP hydrolysis 3.5%.
For CC(C)(C)c1ccc(C(=O)NCCC(=O)Nc2cc(Cl)ccc2N2CCOCC2)cc1 the results were Rac1 GTP hydrolysis 3.4%.
`COc1cccc(C2c3cc4c(cc3OC(NNC(N)=O)C2C)OCO4)c1O` (centres undefined) gave Rac1 GTP hydrolysis 6.6%.
`O=C(NC1CCCCCCC1O)c1ccccc1` (centres undefined) gave Rac1 GTP hydrolysis -3.2%.
For C=CCn1c(C)nnc1SCC(=O)c1c(N)n(C2CC2)c(=O)[nH]c1=O the results were Rac1 GTP hydrolysis 4.5%.
Cc1ccc2nc(SCC(=O)Nc3ccc4[nH]c(=O)[nH]c4c3)[nH]c2c1 was read as Rac1 GTP hydrolysis 9.4%.
For Cc1ccc(S(=O)(=O)NN=Cc2ccc(N3CCOCC3)cc2)cc1[N+](=O)[O-] the results were Rac1 GTP hydrolysis 10.1%.
For O=C(O)CC(NS(=O)(=O)c1ccc2c(c1)OCCO2)c1ccccc1[N+](=O)[O-] (centres undefined) the results were Rac1 GTP hydrolysis 0.5%.
C[C@H](CO)N1C[C@H](C)[C@@H](CN(C)S(=O)(=O)c2ccccc2)Oc2ccc(NS(=O)(=O)c3cn(C)cn3)cc2C1=O was read as Rac1 GTP hydrolysis 5.5%.
For O=C(OCCOc1cccc(Cl)c1)c1ccc(F)c(S(=O)(=O)N2CCOCC2)c1 the results were Rac1 GTP hydrolysis 9.2%.
`O[C@H]1C[C@H](c2ccc(Cl)cc2)N(Cc2cccs2)C[C@@H]1n1cc(-c2ccc(F)cc2)nn1` gave Rac1 GTP hydrolysis 16.4%.

Gathered by group, those above with a cyano group
N#Cc1c(N)nc2c(c1-c1ccncc1)CCCCCC2 was read as Rac1 GTP hydrolysis -5.6%.
For COC(=O)/C=C\C(C#N)(C#N)N=Cc1ccc(OC)cc1 the results were Rac1 GTP hydrolysis 1.0%.
`N#CC(=Cc1ccncc1)c1ccccc1` gave Rac1 GTP hydrolysis 3.5%.

In the list so far, these have a COOH group:
For COc1cc(O)c(C(=O)O)c(CCc2ccccc2)c1 the results were Rac1 GTP hydrolysis 10.2%.
For O=C(O)CC(NS(=O)(=O)c1ccc2c(c1)OCCO2)c1ccccc1[N+](=O)[O-] (centres undefined) the results were Rac1 GTP hydrolysis 0.5%.

(cont.)
Screening Cc1ccc(S(=O)(=O)N(C)C)cc1NC(=O)COc1cccc(-n2cnnn2)c1 returned Rac1 GTP hydrolysis 5.6%.
`CCc1cccc(CC)c1N1C(=O)CSCC1=O` gave Rac1 GTP hydrolysis -0.5%.
For Cc1ccc(NC(=O)CN2C(=O)N/C(=C\c3ccco3)C2=O)cc1 the results were Rac1 GTP hydrolysis 4.1%.
Screening Nc1ccn(CCCN2CCN(C(=O)C3CC3)CC2)c(=O)n1 returned Rac1 GTP hydrolysis 15.1%.
CC(C(=O)Nc1nnc(C2CC2)s1)N1C(=O)C2CC=CCC2C1=O (centres undefined) was read as Rac1 GTP hydrolysis 7.4%.
Screening Cc1c(C2(O)CCCCC2)[nH]c2ccc(C(F)(F)F)cc12 returned Rac1 GTP hydrolysis 9.3%.
NC(=O)c1nnsc1-c1ccco1 was read as Rac1 GTP hydrolysis 0.4%.
For Cc1ccc(C(=O)COC(=O)c2ccc(Cl)c(N)c2)s1 the results were Rac1 GTP hydrolysis 3.0%.
For CCOC(=O)C1CCN(C(=O)COC(=O)/C=C/c2ccc([N+](=O)[O-])cc2)CC1 the results were Rac1 GTP hydrolysis 0.2%.
Screening COc1ccc(N2CCN(C(=O)COC(=O)CC(NC(N)=O)c3ccc(Cl)cc3)CC2)cc1 (centres undefined) returned Rac1 GTP hydrolysis 15.8%.
`CN(C(=O)c1cccc(NC(=O)Cc2cccc(NC(=O)C3CCCN(C(=O)C4CC4)C3)c2)c1)C1CC1` (centres undefined) gave Rac1 GTP hydrolysis 6.5%.
COCc1nnc(NC(=O)C23CC4CC(CC(C4)C2)C3)s1 was read as Rac1 GTP hydrolysis 6.5%.
COc1ccccc1CNCC(=O)Nc1cc(S(=O)(=O)N2CCOCC2)ccc1Cl was read as Rac1 GTP hydrolysis 3.6%.
`CN(c1ccc(C(=O)COC(=O)C2CC2)cc1)S(C)(=O)=O` gave Rac1 GTP hydrolysis 6.8%.
`Cc1ccc(C(=O)N[C@H](C(=O)Nc2ccc(N3CCOCC3)cc2)C(C)C)cc1` gave Rac1 GTP hydrolysis 4.9%.
O=C(NC1CCS(=O)(=O)C1)c1ccc(Br)s1 (centres undefined) was read as Rac1 GTP hydrolysis 6.5%.
COC(=O)c1cc(S(=O)(=O)Nc2cccc(-c3ccno3)c2)c[nH]1 was read as Rac1 GTP hydrolysis 16.7%.
Screening CC(C)c1cc(NCCN2CCOCC2)n2c(nc3ccccc32)c1C#N returned Rac1 GTP hydrolysis 12.7%.
COc1ccccc1C(CNC(=O)C1CC(=O)N(Cc2ccccc2)C1)N1CCCC1 (centres undefined) was read as Rac1 GTP hydrolysis 2.6%.
For Cc1sc2ncnc(SCC(=O)Nc3ncccc3O)c2c1C the results were Rac1 GTP hydrolysis 12.9%.

Some of these compounds in order of length of the SMILES, ascending:
COCc1nnc(NC(=O)C23CC4CC(CC(C4)C2)C3)s1 was read as Rac1 GTP hydrolysis 6.5%.
Screening Cc1ccc(S(=O)(=O)N(C)C)cc1NC(=O)COc1cccc(-n2cnnn2)c1 returned Rac1 GTP hydrolysis 5.6%.
Screening COc1ccc(N2CCN(C(=O)COC(=O)CC(NC(N)=O)c3ccc(Cl)cc3)CC2)cc1 (centres undefined) returned Rac1 GTP hydrolysis 15.8%.

New compounds follow.
COc1ccc(CCNC(=O)c2ccc3c(c2)S(=O)(=O)N=C2CCCCCN23)cc1OC was read as Rac1 GTP hydrolysis 10.2%.
`CSCCC(NS(=O)(=O)c1ccc(Cl)cc1)C(=O)N1CCN(c2ccccc2)CC1` (centres undefined) gave Rac1 GTP hydrolysis 0.8%.
Screening NS(=O)(=O)c1ccc(N2N=C(c3ccccc3)CC2c2ccccc2Cl)cc1 (centres undefined) returned Rac1 GTP hydrolysis 3.0%.
For CC1CCCC(C)N1C(=O)COC(=O)COc1ccccc1C#N (centres undefined) the results were Rac1 GTP hydrolysis 5.8%.
For O=C(Nc1ccc(NC(=O)c2ccccc2)c2ccccc12)c1ccccc1 the results were Rac1 GTP hydrolysis 4.6%.
